# ARNT-TACC3 inh: ARNT/TACC3 interaction disruption; AlphaScreen His-ARNT PAS-B/GST-TACC3 binding, luminescence; TACC3 fragment carries E629A point mutation; inhibition, % at 9.99 µM; 0.66% of 390,000 active; AID 623870;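 active = mean inhibition of replicates at least 50% and at least half of replicates each reaching 50%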;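 note: 0% = complete ARNT plus TACC3 wells and 100% = ARNT alone without TACC3; many hits fall short of the cut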
# An asterisk follows results filed as active.
# The first 6 records, ahead of the listing:
ARNT-TACC3 inh,mol
0.9,Cc1cc(N2CCN(S(=O)(=O)c3ccc(Cl)cc3)CC2)c2ccccc2n1
3.2,Cc1cc(N2C(=O)CC(N3CCN(c4ccc(C(=O)c5cccs5)cc4)CC3)C2=O)no1 (stereo unspecified)
-0.4,CC(=O)NNc1nc2ccccc2s1
-4.8,CCOC(=O)c1noc(C)c1C(=O)Nc1cccc(F)c1
5.6,CCCCCCCNC(=O)COc1ccc2c(c1)C(=O)CC(C)(C)O2
-3.7,COc1ccc(CSc2nnnn2Cc2ccccc2)cc1OC

# All compounds of this part, from the first entry:
ARNT-TACC3 inh,mol
0.9,Cc1cc(N2CCN(S(=O)(=O)c3ccc(Cl)cc3)CC2)c2ccccc2n1
3.2,Cc1cc(N2C(=O)CC(N3CCN(c4ccc(C(=O)c5cccs5)cc4)CC3)C2=O)no1 (stereo unspecified)
-0.4,CC(=O)NNc1nc2ccccc2s1
-4.8,CCOC(=O)c1noc(C)c1C(=O)Nc1cccc(F)c1
5.6,CCCCCCCNC(=O)COc1ccc2c(c1)C(=O)CC(C)(C)O2
-3.7,COc1ccc(CSc2nnnn2Cc2ccccc2)cc1OC
4.8,O=C(NCCCn1ccnc1)c1sc2cccc(F)c2c1Cl
1.8,C#CCOCCOCCOCCNc1nc(N2CCN(C(=O)[C@H](Cc3cc4ccccc4[nH]3)n3cc([C@@H](N)Cc4ccc(O)cc4)nn3)CC2)nc(N2CCN(C(=O)[C@H](Cc3cc4ccccc4[nH]3)n3cc([C@@H](N)CC(C)C)nn3)CC2)n1
-6.5,COCCn1c(CN2CCN(c3ccccc3)CC2)nc2c1c(=O)n(C)c(=O)n2C
6.8,CC(O)c1nc2ccccc2n1C/C=C/c1ccccc1 (stereo unspecified)
-25.7,O=C(CSc1nc2ccccc2n1CC(=O)N1CCCC1)Nc1ccc2c(c1)OCO2
-6.5,CC(=O)N1CCN2C(=O)C1CCCC(=O)c1cc(C)ccc12 (stereo unspecified)
-5.8,CC1(C)Cc2c(c(-c3ccccc3)nc(N3CCCC3)c2C(N)=O)CO1
-9.6,NC(=O)C1CCN(C(=O)c2cc(S(=O)(=O)N3CCOCC3)c(Cl)cc2Cl)CC1
-5.5,CCc1c(C)[nH]n(CCC#N)c1=O
-3.2,O=C(NC1CCCCC1)c1ccc([N+](=O)[O-])o1
-6.1,CC(C)(C)c1ccc(C(=O)c2c[nH]c(C(=O)NCc3cccs3)c2)cc1
2.1,Cc1ncoc1C(=O)Nc1nccs1
-9.7,O=C(NC1CCCCC1)C(c1ccncc1)N(Cc1ccccc1)C(=O)c1ccc(-c2ccccc2)[nH]1 (stereo unspecified)
1.4,COC(=O)c1ccccc1NC(=O)CSc1n[nH]c(CC(C)C)n1
-6.7,O=C(NCc1ccc(F)cc1)C1CCCN(S(=O)(=O)c2cccc3nsnc23)C1 (stereo unspecified)
1.8,COc1ccc(NCC(=O)Nc2ccccc2C#N)cc1Cl
-3.9,CSc1nnnn1CCn1nnnc1SC
8.5,CCC(=O)Nc1ccc(/C(C)=N\NS(=O)(=O)c2ccc(C)cc2)cc1
7.9,O=C(CN(C1CC1)S(=O)(=O)c1ccc(S(=O)(=O)NC2CCCCC2)cc1)Nc1ccccc1
-1.9,O=C(Nc1ccc(CN2CCCCC2)cc1)c1ccc(Br)o1
-2.4,COc1ccc(C)cc1NC(=O)CN1C(=O)c2cccc3cccc1c23
4.0,Fc1ccc(CNc2cnccn2)cc1
-1.8,CCn1nc(C(=O)N[C@@H](CCSC)c2nc3ccccc3[nH]2)c2ccccc2c1=O
0.0,Cc1ccc(-c2nnc(Sc3nc4ccccc4o3)c3ccccc23)cc1
-5.7,O=C(Nc1ccccn1)NC12CC3CC(CC(C3)C1)C2
-8.7,COc1ccc(OC)c(C2NC(=O)NC(C)=C2C(=O)Nc2ccc(C)cc2C)c1 (stereo unspecified)
-5.7,CC12Cc3ccc4ccccc4c3C=C1C[N+](C)(C)C2 (stereo unspecified)
0.8,CCc1nnc2n1N=C(c1ccc(OC)cc1)CS2
-23.1,CNC(=O)c1ccc(OCc2ccccc2)c(OC)c1
-2.4,Nc1ccc(C(=O)OCCCc2nc3ccccc3[nH]2)cc1
-8.5,C=CCc1ccc(OCC(O)COCC)c(OC)c1 (stereo unspecified)
-3.8,O=C(Nc1ccc(S(=O)(=O)N2CCc3ccccc32)cc1)c1ccc2c(c1)OCO2
17.9,CCOC(=O)C1CCCN(C(=O)c2ccc(CS(=O)(=O)c3ccc(C)cc3)o2)C1 (stereo unspecified)
-0.7,CCN1C(=O)C(C(=O)c2ccccc2)SC1=S (stereo unspecified)
-6.1,Cc1ccc(-c2nn3c(C)nnc3c3ccccc23)cc1S(=O)(=O)NC(C)c1ccccc1 (stereo unspecified)
-0.9,Cc1nc2ccc(NC(=O)N(C(C)C)C(C)C)cc2s1
-2.1,CCOC(=O)c1ccc(NC(=O)C23CCC(C)(C(=O)O2)C3(C)C)cc1 (stereo unspecified)
-7.4,CCCSc1nnc(-c2ccccc2N)c(=O)[nH]1
27.3,CC1(C)C(c2ccccc2)=NC(c2ccc(F)cc2)N1O (stereo unspecified)
-21.4,Cc1ccccc1-n1ccnc1SCC(=O)O
11.9,CCCCN=Cc1sc2ccc(OCC)cc2c1O
3.9,O=C(CSCc1ccccc1)Nc1nccs1
-11.7,c1ccc(C(c2ccccc2)N2CCN(Cc3nnnn3C3CCCC3)CC2)cc1
0.3,Cc1cccc(C(=O)N2CCN(c3ccccn3)CC2)c1

# The list goes on:
ARNT-TACC3 inh,mol
-10.9,Cc1occc1-c1nnc(SCC(=O)NC2CCCC2)n1-c1ccccc1
5.1,c1ccc2c(N3CCCCCC3)nc(-c3ccncc3)nc2c1
0.0,COC(=O)c1ccc(C(=O)OC)c(NC(=O)COC(=O)C2CCC(C(C)(C)C)CC2)c1 (stereo unspecified)
3.7,CCC(c1nnc(SCc2nc3ccccc3s2)n1Cc1ccccc1)N(C)C (stereo unspecified)
-4.4,Cc1ccc(OC(=O)CCC(=O)OCCCC(F)(F)C(F)(F)F)cc1
2.7,CCc1ccc(N2CC(C(=O)Nc3nnc(CC)s3)CC2=O)cc1 (stereo unspecified)
-42.8,COc1cc(C)c(S(=O)(=O)NC2CC(C)(C)NC(C)(C)C2)cc1C
1.3,COC(=O)c1c(C)[nH]c(C)c1-c1ccccc1Cl
3.5,CCN(CC)C(=O)COc1ccc(-c2ccccc2)cc1
-0.5,CCOC(=O)Cc1nnc(NC(=O)COc2ccc(C)cc2)s1
-3.0,O=C(NCCC1=CCCCC1)NC1CCCCC1
-37.2,Cc1cc(NC2CCCCC2)nc(-c2ccccc2O)n1
-4.2,CC(CN(C(N)=O)c1ccccc1O)C(=O)O (stereo unspecified)
-63.3,CCCn1nc(NC(=O)c2cccs2)c2cc3cc(OC)ccc3nc21
-4.4,CCOC(=O)c1nc(S(C)(=O)=O)ncc1N1CCOCC1
-11.8,CC(C)c1ccc(NC(=O)NC2CCN(CC(=O)Nc3cccc4ccccc34)CC2)cc1
-2.4,CN1CCN(C2CCCCCC2)CC1
-0.9,O=C(c1ccccc1)N1CCN(C(=O)c2ccccc2)CC1
6.5,CCOC(=O)c1sc(N(Cc2ccccc2)C(=O)CSc2ncn[nH]2)nc1C
1.7,CCN(CC)S(=O)(=O)c1cccc(-c2nnc(SCc3nnc(-c4cccs4)o3)n2N)c1
6.8,COc1ccc(-n2nnc3c(=O)n(Cc4cccc(C)c4)cnc32)cc1
8.6,O=C(Nc1ccc(Oc2ccccc2)cc1)c1ccco1
-8.5,O=C(CCC(=O)c1cccs1)Nc1ccc(F)c(F)c1F
-4.0,CCc1ccccc1NC(=O)NC1CCCCC1
-2.7,CC(C)NC(=O)C(C)n1cccc1C(=O)c1ccccc1 (stereo unspecified)
-5.9,O=C(O)CCC(NC(=O)c1cncc(O)c1)C(=O)O (stereo unspecified)
0.5,CCOC(=O)c1ccc(CNC(=O)Cn2nnc(-c3cccc(C)c3)n2)o1
-28.2,c1cc(-c2nnc3sc(C4CCCCC4)nn23)ccn1
-7.7,CC1(C)CC(=O)c2c(O)cc(O)cc2O1
-4.1,Cc1cccn2c(=O)c3cc(C#N)c(=N)n(CCN4CCOCC4)c3nc12

# Some of the entries so far, with tabs:
structure	ARNT-TACC3 inh
O=C(Nc1ccc(Oc2ccccc2)cc1)c1ccco1	8.6
CCc1ccccc1NC(=O)NC1CCCCC1	-4.0
COc1ccc(-n2nnc3c(=O)n(Cc4cccc(C)c4)cnc32)cc1	6.8
O=C(CCC(=O)c1cccs1)Nc1ccc(F)c(F)c1F	-8.5

# Carrying on.
ARNT-TACC3 inh,mol
-2.0,Cc1cc(C(=O)NCc2ccccc2F)cs1
1.0,Cc1ccccc1C(=O)Oc1cccc(Nc2ncnc3ccccc23)c1
33.3,CCC(=O)NC(c1ccccc1OC)c1ccc2cccnc2c1O (stereo unspecified)
-1.2,O=c1[nH]nc(Cc2ccccn2)c2ccccc12
8.7,C=CCSc1nnc2nc3c(nn12)c1cc(C)ccc1n3CC=C
3.5,CC(=O)OC1=Cc2c(ccc3ccc(=O)oc23)OC1(C)C
4.6,CNS(=O)(=O)c1cccc(C(=O)OCC(=O)c2cc(C)n(-c3ccc4c(c3)OCO4)c2C)c1
-1.7,O=C(/C=C/c1ccccc1)N1CCN(CC(O)COc2ccccc2)CC1 (stereo unspecified)
7.4,COc1cc(Br)c(C(C)NC(=O)c2cccc(Br)c2)cc1OC (stereo unspecified)
-0.8,COc1cc(NC(=O)CSc2ccc3c(c2)OCCO3)cc(OC)c1OC
-26.7,CC1CCN(c2ccccc2N)CC1
-4.5,COc1cc(CC(=O)OCC(=O)c2ccc3c(c2)OCCO3)cc(OC)c1OC
-1.9,Cc1ccc(-n2nc(C(=O)N3CCOCC3)cc2-c2ccc(Cl)cc2)cc1
-3.3,CN(C)S(=O)(=O)N1CCc2ccccc2C1
1.3,Nc1c2c(nc3ccn(Cc4ccccc4)c(=O)c13)CCC2
0.0,CCCN1C2CCCC1CC(NC(=S)Nc1cc(C)ccc1C)C2 (stereo unspecified)
2.5,O=C(OC(C(=O)NCc1ccc2c(c1)OCO2)c1ccccc1F)c1ccco1 (stereo unspecified)
7.7,Cn1c(=O)c2c(-c3ccccc3F)c3c(nc2n(C)c1=O)-c1ccccc1C3O (stereo unspecified)
-6.4,Cc1ccc(C(C)C)c(OCC(O)CN2CC(C)OC(C)C2)c1 (stereo unspecified)
6.5,Cc1cccc(/C(N)=N/OC(=O)c2cccs2)c1
-7.1,COCCCNC(=O)C1CC(=O)N(Cc2ccc(OC)cc2)C1 (stereo unspecified)
-2.0,C(=N\Nc1ccc(-n2ccnc2)nn1)/c1ccccc1
-5.4,Cc1nc2ccccc2c(=O)n1C1CCCCCC1
-6.7,O=C(CSc1nnc(-c2ccc(Cl)cc2)n1Cc1ccco1)NCc1ccc2c(c1)OCO2
34.7,CCOc1cc(/C=C(/C#N)c2ccc(F)cc2)ccc1OCc1ccc(C(=O)O)o1
-5.3,Nc1cccc(-c2cn3cc(C(F)(F)F)cc(Cl)c3n2)c1
0.7,COc1cc(-c2nc(S(=O)(=O)c3ccc(C)cc3)c(N3CCOCC3)o2)cc(OC)c1OC
1.6,O=C(Cn1c(CN2CCCCC2)nc2ccccc2c1=O)NCc1ccco1
-3.5,O=C(C#Cc1cccc([N+](=O)[O-])c1)c1ccccc1
0.1,CCOc1ccc(CCNC(=O)CN2CCN(Cc3ccccc3C)C2=O)cc1OCC
-2.8,Cc1ccc(S(=O)(=O)N/N=C/c2cn(C)nc2C)cc1
15.7,CCCOc1ccc(CC(=O)NNC(=S)Nc2ccccc2)cc1Br
1.0,Cc1ccc(S(=O)(=O)NCCCNC(=O)c2ccccc2)cc1
-8.9,C=CCOn1c(=O)c(-c2ccc(OC)cc2)[n+]([O-])c2ccccc21
8.0,CNC(=O)OC(C)CNS(=O)(=O)c1ccc(C)cc1 (stereo unspecified)
-0.9,CC(NC(=O)C(Cc1ccccc1)N1C(=O)C2C3CCC(C3)C2C1=O)c1ccccc1 (stereo unspecified)
-2.3,O=C(CSc1nc(-c2ccccc2)c(-c2ccccc2)[nH]1)NCCN1C(=O)CSC1=O
-3.4,CN(C)Cc1c(O)c(Cl)cc2c3c(c(=O)oc12)CCCC3
-8.0,C=C(C)CSc1nnc2n(Cc3ccccc3)c(=O)c3c4c(sc3n12)CCC4
-21.3,COc1cc(CC(=O)NCc2cccs2)cc(OC)c1OC
22.0,C#CCOCCOCCOCCNc1nc(N2CCN(C(=O)CCCCCCCCCCNC(=O)Cn3cc(CCCCCN)nn3)CC2)nc(N2CCN(C(=O)CCCCCCCCCCNC(=O)[C@H](CO)n3cc(CCCCCN)nn3)CC2)n1
-3.5,CC(C)CCNC(=O)C(c1cccs1)N(CC1CCCO1)C(=O)Cn1nnc2ccccc21 (stereo unspecified)
-10.9,CCOC(=O)N1CCC(N2CCN(S(=O)(=O)CC)CC2)CC1
-1.2,Cc1ccc(Nc2nc(Nc3ccc(C)cc3)nc(SC3=NCCS3)n2)cc1
2.1,CN1CCN(C(=O)c2ccccc2NC(=O)CCN2C(=O)c3ccccc3C2=O)CC1
-1.7,CCN(CC)S(=O)(=O)c1cccc(-c2nnc(SCC(=O)c3cc(C)n(C)c3C)o2)c1
-16.4,Cc1cc(C(=O)Nc2ccccc2)oc1C
-3.6,CS(=O)(=O)Nc1ccccc1C(=O)Nc1cc(Cl)cc(Cl)c1
-11.7,O=C(NCCN1CCOCC1)c1csc2c1CCCC2
7.9,O=C(c1cc2ccccc2c(=O)o1)N1CCc2ccccc2C1

# Following part:
ARNT-TACC3 inh,mol
-5.3,C/C(=N\N1CCN(C2c3ccccc3-c3ccccc32)CC1)c1cccnc1
-4.5,O=C(Nc1ccc(NC(=O)C2CCCN2C(=O)OCc2ccccc2)cc1)c1ccco1 (stereo unspecified)
-4.8,O=C(Nc1ccccc1)N(CCCN1CCOCC1)Cc1ccccc1F
-2.7,Cc1nn(CC(=O)Nc2ccc3c(c2)nc(CN2CCCCC2)n3C)c(=O)c2ccccc12
-3.2,Cc1ccccc1-c1cc(-c2ccccc2O)on1

# 3 entries from above in a different format:
SMILES,ARNT-TACC3 inh
C/C(=N\N1CCN(C2c3ccccc3-c3ccccc32)CC1)c1cccnc1,-5.3
O=C(Nc1ccc(NC(=O)C2CCCN2C(=O)OCc2ccccc2)cc1)c1ccco1 (stereo unspecified),-4.5
O=C(Nc1ccccc1)N(CCCN1CCOCC1)Cc1ccccc1F,-4.8

# Screening data (PubChem)

# This is a subset; rates above refer to the full screens.
